Compound activity deposited in PubChem by National Center for Advancing Translational Sciences (NCATS).
Tb PGK inh: qHTS Assay to Find Inhibitors of Phosphoglycerate Kinase; Phosphoglycerate kinase, glycosomal (Trypanosoma brucei brucei), P07378; PGK/GAPDH coupled, Kinase-Glo luminescence, 60 min; Potency, µM (top dose mostly 57.5 µM), without a hit: at the highest dose activity change, negative = inhibition, most hits filed as inhibitors; 0.043% of 380,000 active; further: potency means the concentration at half of the fitted maximal effect; on the % scale 0 is the no-effect control and ±100 the full control effect; nearly all actives have a fitted effect of over 60% in size
Target sequence (P07378 whole entry, looked up): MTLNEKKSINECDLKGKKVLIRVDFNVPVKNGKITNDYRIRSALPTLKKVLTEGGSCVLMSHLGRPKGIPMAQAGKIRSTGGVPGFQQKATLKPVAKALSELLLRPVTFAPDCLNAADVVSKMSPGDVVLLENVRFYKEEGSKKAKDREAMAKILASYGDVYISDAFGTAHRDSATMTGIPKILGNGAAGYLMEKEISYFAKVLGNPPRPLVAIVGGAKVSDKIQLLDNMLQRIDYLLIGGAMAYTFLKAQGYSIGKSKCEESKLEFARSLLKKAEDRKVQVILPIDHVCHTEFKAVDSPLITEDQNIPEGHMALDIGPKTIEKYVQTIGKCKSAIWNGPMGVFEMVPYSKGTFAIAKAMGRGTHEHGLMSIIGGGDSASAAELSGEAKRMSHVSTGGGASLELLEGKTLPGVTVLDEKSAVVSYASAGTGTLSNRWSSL
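Recombinant glycosomal PGK reaction used 1,3-bisphosphoglycerate generated in-well by GAPDH (100nM final) in 100mM TEA pH 7.6, 5mM MgCl2, 0.01% Tween-20. After 60 minutes at room temperature, ATP was read by Kinase-Glo Plus luminescence end-point.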
GLS inh: qHTS for Inhibitors of Glutaminase (GLS). 0.21% of 410,000 active. Potency, µM (series often up to 45.5 µM), for inactives: at the highest dose activity change, negative = inhibition, hits mostly inhibitors. Glutaminase kidney isoform, mitochondrial (Homo sapiens), O94925. GLS enzymatic activity, qHTS titration; further: potency means the concentration at half of the fitted maximal effect; on the % scale 0 is the no-effect control and ±100 the full control effect
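hKGA in 45 mM KH2PO4 pH 8.2, 0.02% Tween-20 with pin-transferred compounds; 1 mM L-glutamine (stock) plus glutamate oxidase/HRP/Amplex Red coupling added. Fluorescence read initially and after 30 min at RT.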
Pin1 inhibitor: qHTS Assay to Find Inhibitors of Pin1. Peptidyl-prolyl cis-trans isomerase NIMA-interacting 1 (Homo sapiens), Q13526. Pin1 FP peptide displacement, HiFluor488, 10 min. Potency, µM (series often up to 115 µM), for the others: top-dose activity, negative = inhibition, hits mostly inhibitors. 0.009% of 390,000 active. AID 504891, 2011; active means well fitted inhibition curve with a large enough effect in the polarisation, with a control signal flat, not every such curve was filed as active; inconclusive means small, poorly fitted or top-dose-only effect, or effect the other way, or a change in a side signal; inactive means no such curve, though single readings can be large or run the other way; the % refers to the polarisation; further: potency means the concentration at half of the fitted maximal effect; on the % scale 0 is the no-effect control and ±100 the full control effect
Target sequence (Q13526 whole entry, looked up): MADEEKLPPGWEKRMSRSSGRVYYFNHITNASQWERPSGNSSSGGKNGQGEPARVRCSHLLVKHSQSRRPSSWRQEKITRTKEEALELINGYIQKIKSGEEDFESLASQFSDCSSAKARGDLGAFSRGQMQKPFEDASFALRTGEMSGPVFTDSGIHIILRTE
IDH1 R132H inh: qHTS for Inhibitors of mutant isocitrate dehydrogenase 1 (IDH1): qHTS; IDH1-R132H enzyme, NADPH consumption, diaphorase/resazurin fluorescence; AID 602179, 2012; Potency, µM (series often up to 76.6 µM), without a hit: at the highest dose activity change, negative = inhibition, hits mostly inhibitors; 0.093% of 390,000 active; Isocitrate dehydrogenase [NADP] cytoplasmic (Homo sapiens), O75874; further: potency means the concentration at half of the fitted maximal effect; on the % scale 0 is the no-effect control and ±100 the full control effect; nearly all actives have a fitted effect of over 65% in size
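IDH1-R132H (0.5 ug/mL dispensed) in pH 7.5 Tris buffer was preincubated 30 min with compound, then given a substrate mix of 0.016 mM NADPH and 2 mM alpha-KG for 80 min at room temperature; remaining NADPH was read by diaphorase/resazurin fluorescence.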
PI4K2A block: qHTS for small molecular inhibitors of PI4K2A. activity change, negative = inhibition, % at 76.9 µM. purified PI4K2A, ADP-Glo luminescence, 1 h; active compounds read low. 0.13% of 420,000 active. AID 1346378, 2018. Phosphatidylinositol 4-kinase type 2-alpha (Homo sapiens), Q9BTU6; in the data active means activity change below about -50%; inconclusive means mostly about -30% to -49%;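 further: -100% = wells without enzyme as full effect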
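Compounds are screened against recombinant PI4K2A using PI as substrate and ATP, the latter dispensed at 300 microM. Reactions run one hour at ambient temperature before ADP-Glo detection; full inhibition defined by wells lacking enzyme.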
HP1b chromo inh: HTS for Inhibitors of HP1-beta Chromodomain Interactions with Methylated Histone Tails; Chromobox protein homolog 1 (Homo sapiens), P83916; AlphaScreen HP1-beta / biotin-H3K9me3 peptide binding; Potency, µM (doses to about 114 µM), inactives show at the highest dose activity change, negative = inhibition, actives largely listed as inhibitors; 0.56% of 390,000 active; AID 540317, 2011; further: potency means the concentration at half of the fitted maximal effect; nearly all actives have a fitted effect of over 70% in size; inactives centre near 23
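AlphaScreen: HP1-beta (50 nM) preformed 30 min with biotin-H3(1-18)K9me3 peptide (50 nM) in PBS pH 7.4, 0.01% Tween-20. Compound added for 30 min at RT, then streptavidin donor/nickel chelate acceptor beads (10 ug/mL) for 30 min.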
USP1 inh: Inhibitors of USP1/UAF1: Primary Screen. 0.23% of 390,000 active. recombinant USP1/UAF1, Ub-Rhodamine cleavage fluorescence. Potency, µM (highest dose often 57.1 µM), for inactives: at the top dose activity change, negative = inhibition, hits mostly inhibitors; further: potency means the concentration at half of the fitted maximal effect; on the % scale 0 is the no-effect control and ±100 the full control effect; nearly all actives have a fitted effect of over 60% in size; inactives centre near -12
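In this screen, compounds sit with the deubiquitinase complex (1nM) for 15 min at room temperature before Ub-Rho is added at 150nM final. Fluorescence rise is then followed for 6 reads every 60 seconds.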
rTrxR1 inhibitor: qHTS Assay for Inhibitors of Mammalian Selenoprotein Thioredoxin Reductase 1 (TrxR1): qHTS. recombinant rTrxR1, NADPH fluorescence consumption, selenite substrate. Potency, µM (titrated, usually from 114 µM), inactives show at the top dose activity change, negative = inhibition, usual class: inhibitors. AID 588453, 2011. 1% of 390,000 active. Thioredoxin reductase 1, cytoplasmic (Rattus norvegicus), O89049; further: potency means the concentration at half of the fitted maximal effect; on the % scale 0 is the no-effect control and ±100 the full control effect; nearly all actives have a fitted effect of over 65% in size
Target sequence (O89049 whole entry, looked up): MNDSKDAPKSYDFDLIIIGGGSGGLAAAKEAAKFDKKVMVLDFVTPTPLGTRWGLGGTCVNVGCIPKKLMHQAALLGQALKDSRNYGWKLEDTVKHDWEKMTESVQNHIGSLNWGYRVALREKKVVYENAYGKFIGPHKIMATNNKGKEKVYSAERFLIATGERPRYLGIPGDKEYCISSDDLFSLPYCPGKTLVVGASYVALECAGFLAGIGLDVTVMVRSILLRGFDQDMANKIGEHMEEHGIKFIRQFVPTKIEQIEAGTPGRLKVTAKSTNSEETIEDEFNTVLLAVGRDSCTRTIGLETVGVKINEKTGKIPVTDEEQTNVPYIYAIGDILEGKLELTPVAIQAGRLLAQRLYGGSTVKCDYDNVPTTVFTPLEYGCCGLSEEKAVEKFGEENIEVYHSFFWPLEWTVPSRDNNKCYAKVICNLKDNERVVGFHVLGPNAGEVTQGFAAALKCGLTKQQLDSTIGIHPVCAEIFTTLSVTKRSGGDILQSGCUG
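Rat TrxR1 (90 nM in the dispensed reagent) was pre-reduced with 400 uM NADPH for 5 min at room temperature, then incubated with compound for 15 min. After 400 uM selenite was added, NADPH fluorescence (Ex 340/Em 450 nm) was followed for 8 min.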
TrxR1 substrate: qHTS Assay for Substrates of Mammalian Selenoprotein Thioredoxin Reductase 1 (TrxR1): qHTS. purified TrxR1 substrate turnover, NADPH consumption readout. Thioredoxin reductase 1, cytoplasmic (Rattus norvegicus), O89049. Potency, µM (series often up to 114 µM), inactives show top-dose activity change, negative = substrate turnover. 0.01% of 390,000 active; further: potency means the concentration at half of the fitted maximal effect; on the % scale 0 is the no-effect control and ±100 the full control effect; nearly all actives have a fitted effect of over 50% in size
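Rat TrxR1, dispensed at 90 nM, was prereduced with 400 uM NADPH (final) for 5 min at ~22 deg C, then incubated with compound 15 min before 400 uM selenite. A first-read NADPH fluorescence drop versus no-compound background flagged substrates.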
Starred values were filed as active, the others as inactive; i = inactive; ? = inconclusive; . = not tested or not shown; [ ] = another dose, or the depositor's remark. Unless noted, the call rests on the fitted dose curve; in most records, active means well fitted curve in the direction sought with a large enough effect; inconclusive means small, poorly fitted or top-dose-only effect, or another doubt; inactive means no such curve, though single readings can be large; an effect the other way counts as inactive or inconclusive. The list is partial. The share of hits here may be higher or lower than overall.

SMILES	Tb PGK inh	GLS inh	Pin1 inhibitor	IDH1 R132H inh	PI4K2A block	HP1b chromo inh	USP1 inh	rTrxR1 inhibitor	TrxR1 substrate
CCOC(=O)c1cc2c(ccn2C)n1CC(=O)N1CCN(c2ccccc2)CC1	.	39%[activator]	-18%	9%	-3	14%	-12%	-1%	-9%
CN(C(=O)CSCC(=O)Nc1ccc(Cl)cc1)C1CCCCC1	-3%	-3%	4%	3%	-18	35%	-12%	17%	4%
COc1ccc(NC(=O)c2cc3c(=O)n(Cc4ccco4)ccc3nc2C)cc1	1%	0%	15%	-8%	-23	-8%	-10%	7%[57.1 µM]	5%[57.1 µM]
O=C1c2cccc([N+](=O)[O-])c2C(=O)N1CCO	i	-2%	-12%	-4%	-3	55%[activator]	-2%	-13%	-3%
CCS(=O)(=O)CCSc1nc(C)cc(C)c1C#N	.	-1%	-3%	5%	-4	34%	4%	4%	9%
Cc1ccc(NCc2cccn2-c2nnc(N3CCC(C(=O)NCCC(C)C)CC3)s2)cc1	.	-12%	12%	.	-9	19%	0%	-7%	0%
COc1cc(OC)cc(-c2nc3ccccc3c(=O)n2NC(=O)c2cccnc2Cl)c1	2%	-4%	6%	-8%	-2	34%	-22%	23%	1%
O=S(=O)(c1ccc(C(F)(F)F)cc1)N1CCN(c2nc(-c3ccccc3)nc3ccccc23)CC1	.	.	24%	.	.	32%	.	11%	0%
CCc1cc2c(N=Nc3c(O)[nH]c4ccccc34)ncnc2s1	-5%	6%	?	2%	3	-2%	-12%	-7%	-9%
COc1ccccc1NC(=S)NC(C)C(c1cccs1)N1CCOCC1 (centres undefined)	i	7%	-1%	-1%	22	35%	-23%	9%	2%
N#CCOC(=O)c1sccc1-n1cccc1	-6%	-1%	-2%	6%	1	5%	-12%	10%[57.1 µM]	3%
O=C(NCc1ccc(F)cc1)C1CCN(S(=O)(=O)c2ccc3c(c2)OCCCO3)CC1	-1%	4%	1%	0%	0	28%	0%	-6%	-2%
CC(Sc1ccccc1)C(=O)NN=C1CCCCCC1 (centres undefined)	-4%	-8%	2%	0%	-1	23%	-21%	?	7%
O=C(CC1SC(N2CCCC2)=NC1=O)Nc1ccc(C(=O)NCCOc2ccccc2F)cc1 (centres undefined)	-1%	3%	-3%	-8%	-1	16%	2%	-10%	-8%
O=[N+]([O-])c1cc(CN2CCN(c3ccccc3)CC2)c(O)c2ncccc12	6%	16%	6%	0%	-2	18%	-18%	-21%	-9%
CCS(=O)(=O)N1CCC2(CC1)OC(=O)C(C)=C2C(=O)NCc1cccc(Cl)c1	0%	-2%	-2%	0%	-2	-6%	-9%	?	?
CC1(C)CC(CC(=O)Nc2ccccn2)C(=O)O1 (centres undefined)	-5%	3%	6%	12%	-3	7%	-3%	15%[57.1 µM]	4%[57.1 µM]
Cc1ccc(Cn2cc(/C=C/C(=O)O)c(-c3ccccc3)n2)cc1	8%	5%	-9%	1%	7	27%	-11%	12%	6%
O=C(/C=C/c1ccc(OCCCF)cc1)Nc1ccnc(-c2cccnc2)n1	6%	-1%	?	-2%	-4	30%	-24%	13%	5%
Cc1nc2ccc(S(=O)(=O)NCC(=O)NCCN3CCCCC3C)cc2s1 (centres undefined)	-7%	1%	-12%	-1%	-3	41%[activator]	-7%	-19%	-11%
O=C(Nc1ccc(Cl)cn1)Nc1ccc(Cl)cn1	-8%	-3%	-1%	4%	2	14%	?	29%	6%
Cc1cc(Br)ccc1NC(=O)CN(C)C(=O)CSCc1ccccc1	-8%	-10%	8%	6%	3	28%	0%	35%	6%
O=C1NC(c2ccc3ccccc3c2)Nc2ccccc21 (centres undefined)	i	3%	.	5%	-3	.	-25%	.	.
CCn1cc([N+](=O)[O-])c(=O)c2cc(F)c(N3CCOCC3)cc21	0%	-1%	-14%	-9%	2	44%[activator]	-23%	12%	-1%
COc1cccc(CC2(CO)CCCN(Cc3c(C)cc(C)cc3-n3cccn3)C2)c1 (centres undefined)	-2%	4%	3%	-8%	1	12%	-20%	18%	9%

Next section; it opens with the two that closed the last part.
SMILES	Tb PGK inh	GLS inh	Pin1 inhibitor	IDH1 R132H inh	PI4K2A block	HP1b chromo inh	USP1 inh	rTrxR1 inhibitor	TrxR1 substrate
CCn1cc([N+](=O)[O-])c(=O)c2cc(F)c(N3CCOCC3)cc21	0%	-1%	-14%	-9%	2	44%[activator]	-23%	12%	-1%
COc1cccc(CC2(CO)CCCN(Cc3c(C)cc(C)cc3-n3cccn3)C2)c1 (centres undefined)	-2%	4%	3%	-8%	1	12%	-20%	18%	9%
CC(=O)c1ccc(N2CCN(C(=O)c3ccc(Br)cc3)CC2)c(F)c1	-7%	11%	5%	9%	11	6%	2%	23%[57.1 µM]	14%[57.1 µM]
COc1ccc(C2=NN(C(=O)CCC(=O)O)C(c3ccccc3OC)C2)cc1 (centres undefined)	-4%	-3%	5%	3%	-2	15%	-7%	-1%	9%
CCC(C)c1ccc(NS(=O)(=O)c2c(C)[nH]c(=O)[nH]c2=O)cc1 (centres undefined)	i	4%	-3%	-19%	-2	21%	-5%	25%	0%
COc1ccc(OC)c(NS(=O)(=O)c2ccc(N3CCCC3=O)cc2)c1	0%	23%	3%	2%	3	19%	-14%	0%[57.1 µM]	3%[57.1 µM]
O=C(CSCc1ccccc1)Nc1ccc(F)cc1F	2%	4%	3%	1%	-2	44%[activator]	-9%	-13%	-9%
CCOC(=O)C(NC(C)=O)(OCc1ccccc1)C(F)(F)F (centres undefined)	0%	1%	-3%	2%	-2	39%[activator]	-1%	?	-15%
CCOC(=O)c1cc2ccccc2n1CCN(CC)CC	-4%	15%	-5%	4%	-1	27%	-11%	11%	13%
COc1ccc(C(CNC(=O)C(C)(C)Oc2ccc(Cl)cc2)N2CCCCC2)cc1 (centres undefined)	-1%	14%	-2%	2%	-3	25%	-6%	-10%	-15%
CN(CCc1ccccn1)C(=O)Nc1cc(Cl)cc(Cl)c1	-1%	4%	-8%	20%	-1	36%	-2%	-18%[57.1 µM]	-10%[57.1 µM]
CN1CCN(C2CCN(S(=O)(=O)c3ccc(C(C)(C)C)cc3)CC2)CC1	-9%	12%	-3%	-1%	2	13%[57 µM]	-22%	16%	4%
CCCCN(C(=O)c1cccc(S(=O)(=O)N2CCCC2)c1)c1c(N)n(CCC)c(=O)[nH]c1=O	-2%	-2%	1%	-9%	-2	30%	-4%	-7%	-6%
O=C(COC(=O)c1cccc([N+](=O)[O-])c1)Nc1ccc(Cl)cn1	3%	-8%	0%	0%	1	8%	-15%	9%	-6%[57.1 µM]
COc1ccc([C@@H]2C[C@H](c3ccccc3)Oc3cc(OC)c(OC)c(OC)c32)cc1	-5%	2%	-5%	-4%	-3	4%	?	25%	8%
CC(/C=C/c1ccc2c(c1)OCO2)=N/NC(=O)c1cccnc1	3%	-7%	4%	7%	-13	27%	-9%	-1%[57.1 µM]	0%[57.1 µM]
O=C(COC(=O)COc1cccc(Br)c1)NCc1ccc2c(c1)OCO2	5%	-9%	-1%	3%	-1	24%	-13%	10%	11%
Cc1ccc(N2CCCC2=O)cc1S(=O)(=O)N1CCOCC1	i	-16%	0%	0%	-1	28%	-19%	9%	0%
CCC(=O)Nc1ccc2c(c1)nc(CCN1CCN(c3ccccn3)CC1)n2C	10%	18%	-2%	-13%	3	29%	-9%	14%	0%
CCC(C)[C@H](NC(=O)Nc1ccc2c(c1)OCCO2)C(=O)OC (some centres undefined)	-6%	-11%	-1%	0%	3	21%	-23%	14%	6%
Cc1ccc(CNC(=O)c2nc(SCc3cccc(C)c3)ncc2Cl)cc1	-4%	5%	5%	15%	-4	35%	-27%	4%	1%
CCn1c2ccc(OC)cc2c2nc3ccccc3nc21	-5%	1%	?	3%	-9	90%[activator]	-25%	-4%	-1%
CCCCN=c1sc(C(=O)OC)cc(=O)n1CCCC	5%	5%	1%	3%	-5	29%	1%	-6%	-11%
O=C(OCC(O)COC(=O)c1cccnc1)c1cccnc1	i	1%	0%	13%	1	48%[activator]	-13%	10%[57.1 µM]	3%[57.1 µM]
COc1ccc(NC(=O)CSc2nnc(C)n2C2CCCCC2)cc1	14%	-1%	-7%	1%	0	3%	-8%	8%	3%
Cc1csc(NC(=O)c2cncc(Br)c2)n1	-1%	-2%	1%	-1%	1	34%[activator]	-9%	10%	-6%
Cc1ccccc1S(=O)(=O)Cc1ccc(C(=O)NCc2ccco2)o1	3%	31%[activator]	-7%	-6%	-2	-8%	-22%	25%	6%
O=C(Nc1nc(-c2ccco2)c(-c2ccco2)s1)C1CCC1	-2%	-2%	?	4%	-7	50µM*	-18%	?	4%
